Screens from PubChem.
GPR7 antagonist: GPR7 receptor antagonists, primary screen, cell-based, fluorescence, single concentration; 1.1% of 290,000 active; GPR7-expressing cells, fluorescence antagonist assay; inhibition, % at 4.4 µM; AID 1861, 2009; Neuropeptides B/W receptor type 1 (Homo sapiens), P48145; in the data active means inhibition above about 16%, passing the limit was not always enough;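 further: cells stimulated with the agonist NPW; 0% = agonist with vehicle and 100% = vehicle without agonist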
Target sequence (P48145 whole entry, looked up): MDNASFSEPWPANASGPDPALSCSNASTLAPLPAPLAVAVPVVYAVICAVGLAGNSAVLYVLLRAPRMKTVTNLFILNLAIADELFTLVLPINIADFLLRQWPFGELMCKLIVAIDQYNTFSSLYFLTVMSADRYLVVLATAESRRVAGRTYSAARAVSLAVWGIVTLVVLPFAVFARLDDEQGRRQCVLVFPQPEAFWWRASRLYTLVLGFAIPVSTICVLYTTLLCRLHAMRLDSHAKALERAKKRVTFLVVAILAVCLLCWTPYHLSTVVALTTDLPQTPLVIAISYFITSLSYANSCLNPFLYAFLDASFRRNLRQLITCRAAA
TAAR1 antag: human TAAR1 antagonists, primary screen, Fluo-8 calcium fluorescence, CHO RD-HGA16 cells. Trace amine-associated receptor 1 (Homo sapiens), Q96RJ0. antagonist. inhibition, % at 3 µM. 1.5% of 360,000 active. AID 624466, 2012;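 active means inhibition above a per-plate cutoff, the mean inhibition of test compounds on that plate plus 3 SD, cut at about 49% in these data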;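 further: 0% = DMSO plus EC80 beta-PEA response and 100% = DMSO alone without agonist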
Target sequence (Q96RJ0 whole entry, looked up): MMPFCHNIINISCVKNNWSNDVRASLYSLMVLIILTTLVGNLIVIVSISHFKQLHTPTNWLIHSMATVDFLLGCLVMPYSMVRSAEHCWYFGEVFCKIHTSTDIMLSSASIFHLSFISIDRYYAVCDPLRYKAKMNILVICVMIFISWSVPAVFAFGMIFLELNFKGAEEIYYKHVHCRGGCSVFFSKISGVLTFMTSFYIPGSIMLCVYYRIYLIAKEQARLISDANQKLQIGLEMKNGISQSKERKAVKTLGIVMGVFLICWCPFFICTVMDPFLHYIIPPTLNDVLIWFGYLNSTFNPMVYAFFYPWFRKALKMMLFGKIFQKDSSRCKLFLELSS
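Assay system: CHO-derived RD-HGA16 cells stably expressing human TAAR1 plus Gα16. Timing: 140 s kinetic read after compound, 140 s after agonist. Technique: kinetic Fluo-8 calcium fluorescence measurement. Measure: % inhibition of agonist calcium response.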
CHO-K1 Ca PAM: nonselective calcium activators in parental CHO-K1 cells, primary screen, counter-screen for M1 PAM project, cell-based, Fluo-8 calcium fluorescence, full deck, 1536-well | 0.02% of 360,000 active | ATP EC20; 0% at ATP EC20, 100% at ATP max | activation, % at 3 µM;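 active means activation above the run cutoff, the mean activation of all test compounds plus 3 SD, cut at about 40% in these data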;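 further: peak over basal fluorescence ratio in a 140 s read after ATP addition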
V1aR counter: agonists of human V1a receptor, primary screen, counter-screen for OXTR agonist project, fluorescence, CHO-V1R cells | Vasopressin V1a receptor (Homo sapiens), P37288 | Fluo-8 calcium fluorescence, agonist mode; 0% DMSO, 100% 3 nM vasopressin | activation, % at 3 µM | 0.25% of 320,000 active;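 active means activation above the mean activation of all tested compounds plus 3 SD, per screening run, cut at about 20% in these data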;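 further: signal is peak over basal fluorescence ratio across a 100 second FLIPR read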
Target sequence (P37288 whole entry, looked up): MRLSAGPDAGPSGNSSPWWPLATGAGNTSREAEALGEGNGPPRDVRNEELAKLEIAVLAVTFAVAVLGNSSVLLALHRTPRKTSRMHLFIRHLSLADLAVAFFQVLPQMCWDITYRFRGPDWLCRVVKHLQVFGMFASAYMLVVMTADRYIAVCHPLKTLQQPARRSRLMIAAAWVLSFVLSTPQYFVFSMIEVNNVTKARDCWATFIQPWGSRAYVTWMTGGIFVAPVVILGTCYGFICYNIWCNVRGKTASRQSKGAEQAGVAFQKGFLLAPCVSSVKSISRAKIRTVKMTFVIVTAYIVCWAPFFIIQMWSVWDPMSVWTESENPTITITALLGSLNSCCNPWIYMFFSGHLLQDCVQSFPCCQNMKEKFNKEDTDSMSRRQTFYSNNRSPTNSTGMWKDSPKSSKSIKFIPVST
CHO-K1 Ca antag: counter-screen for M1 antagonists: effect in parental CHO-K1 cells | 0.6% of 360,000 active | ATP-induced calcium, Fluo-8 fluorescence | inhibition, % at 3 µM;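 active means inhibition above a per-plate cutoff, the plate's mean sample inhibition plus 3 SD, cut at about 24% in these data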;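 further: 0% = DMSO plus EC80 ATP and 100% = DMSO alone without ATP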
OXTR potentiator: human OXTR potentiators, primary screen, fluorescence, CHO-OTR cells, Fluo-8 calcium | Oxytocin receptor (Homo sapiens), P30559 | Fluo-8 calcium fluorescence, potentiator mode; 0% = oxytocin EC15, 100% = EC100 | activation, % at 3 µM | 0.061% of 320,000 active;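 active means activation above that plate's cutoff, the mean activation of tested compounds plus 3 SD, cut at about 6.6% in these data, passing the limit was not always enough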;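 further: 100% uses oxytocin at 75 nM as the full agonist control; some results filed as inactive read as strong as hits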
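Assay system: CHO-OTR cells, human receptor / Also added: oxytocin at about EC15, sub-maximal agonist stimulus / Dosing: single dose, 3.0 µM nominal final compound concentration / Incubation: 6 min pre-incubation, 100 s read / Technique: Fluo-8 calcium dye fluorescence / Read-out: % activation vs EC15 and EC100 oxytocin / Benchmarks: EC15 oxytocin low, 75 nM oxytocin high / Replicates: singlicate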
CHO-K1 Ca ag: counter-screen for M1 agonists: effect in parental CHO-K1 cells. Fluo-8 calcium fluorescence; scaled to maximal ATP response, vehicle zero. 0.48% of 360,000 active. activation, % at 3 µM. AID 602248, 2012; in the data active means activation above about 15%;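 further: untransfected CHO-K1 host cells lacking M1 receptor as counterscreen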
CHO parental Ca: ATP-evoked calcium signal inhibitors, parental CHO, primary screen, counter-screen for OX1R antagonist project, cell-based, fluorescence, Fluo-8 calcium dye | 0.63% of 330,000 active | inhibition, % at 5.6 µM | parental CHO-K1, ATP-induced calcium, Fluo-8 fluorescence;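 active means inhibition above that plate's mean sample inhibition plus 3 SD, cut at about 26% in these data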;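 further: 0% = ATP-challenged DMSO wells and 100% = DMSO wells without ATP; some compounds past the cut are filed as inactive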
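Test system: untransfected parental CHO cell line; also added: ATP stimulus; dosing: 5.6 µM, single dose; signal: calcium-sensitive Fluo-8 fluorescence; measure: percent inhibition of ATP-evoked calcium rise, normalized to controls; benchmarks: low control ATP plus DMSO, high control DMSO only; replication: one well per compound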
OXTR ag: human OXTR agonists, primary screen, fluorescence, CHO-OTR cells, Fluo-8 calcium | Fluo-8 calcium fluorescence; normalized: DMSO 0%, oxytocin 100% | activation, % at 3 µM | 0.32% of 320,000 active;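 active means activation above the mean of all tested compounds plus 3 SD, cutoff set per screening run, cut at about 20% in these data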;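 further: peak over basal fluorescence ratio from a 100 s FLIPR kinetic read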
Active calls of the source: *; nt = no result given; & = joins results of further samples.

Values in the order: GPR7 antagonist	TAAR1 antag	CHO-K1 Ca PAM	V1aR counter	CHO-K1 Ca antag	OXTR potentiator	CHO-K1 Ca ag	CHO parental Ca	OXTR ag
CCN(CC)C(=O)Cn1c(=O)n(-c2ccccc2)c(=O)c2c3c(sc21)CCC3
 : 2	-7	15	0.9	-9	-8	0.4	-21	-1.6
Cc1nn(C)cc1CNC(=O)Nc1ccc(Cl)cc1
 : -8	15	-24	2.5	-9	-2	1.4	-1	3.6
CCC(c1nnnn1Cc1ccccc1)N1CCN(C/C=C/c2ccccc2)CC1 (stereo unspecified)
 : nt	1	3	nt	-20	nt	7.0	nt	nt
NC(=O)COc1ccc(/C=C2\C(=O)ON=C2c2ccccc2)cc1
 : nt	-18	-4	0.0	1	-1	-0.1	-4	0.2
CCOC(=O)C1CCN(C(=O)COC(=O)CNC(=O)c2ccc(C(C)(C)C)cc2)CC1
 : nt	-8	10	7.5	-7	1	1.8	-7	5.5
COC(=O)c1ccc(OCC(O)CN(CCO)CCO)cc1 (stereo unspecified)
 : -2	-9	12	-0.2	0	2	-0.1	1	0.7
O=c1[nH]c(=O)n(Cc2ccccc2)c2c1CCC2
 : -12	9	7	0.3	-16	-2	0.7	-5	0.4
CCc1ccccc1NC(=O)Nc1cccn(Cc2ccccc2F)c1=O
 : 16	-6	20	-1.0	-14	-8	1.4	1	-2.6
O=C(Cc1cccs1)Nc1cccc([N+](=O)[O-])c1
 : 7	0	20	1.3	8	3	1.8	-5	0.5
CCOc1ccccc1NC(=O)CN1C(=O)COc2ccc(S(=O)(=O)N3CCOCC3)cc21
 : 4	-4	4	0.5	-19	-4	0.1	5	-0.1
OC1CCCN(CC(O)COC(c2ccc(F)cc2)c2ccc(F)cc2)C1 (stereo unspecified)
 : 11	-16	-11	1.8	-12	-14	1.7	-12	1.9
c1ccc(C2=NN(c3ccccc3)C(c3ccco3)C2)cc1 (stereo unspecified)
 : -17	8	17	-0.7	-4	1	0.4	-27	-2.4
CC(C)(C)NC(=O)c1ccc(Cn2cc(C(F)(F)F)ccc2=O)cc1
 : -16	11	-5	1.4	4	-5	-0.7	3	0.4
CCc1ccc(N(C(=O)C(F)(F)F)C(C(=O)NC2CCCCC2)c2ccncc2)cc1 (stereo unspecified)
 : -10	-2	-9	0.3	-6	-10	0.3	-22	-0.7
O=C(CSC1=NS(=O)(=O)c2cc(F)ccc2N1)NCc1ccccc1
 : nt	-6	24	-0.2	-2	-1	-0.1	-8	-0.4
O=C(Cn1cnc2ccccc2c1=O)OCC(=O)c1ccc2c(c1)OCCO2
 : 2	14	22	-0.2	-20	0	1.6	-8	-0.8
Cc1c(C=O)c2ccccc2n1CCOc1ccccc1
 : 7	34	3	7.2	-2	-14	3.7	-16	7.0
COC(=O)CNC(=O)c1cccc(-c2ccc(OC)cc2)c1
 : 0	-9	25	0.5	-11	-2	0.3	0	0.0
CCCS(=O)(=O)NC(=O)C1(C)CCCN(C(=O)C2(c3ccc(Cl)cc3)CCCC2)C1 (stereo unspecified)
 : nt	0	17	nt	-16	nt	0.7	nt	nt
COC(=O)c1c(NC(=O)C2C3CCC(O3)C2C(=O)O)sc2c1CCCCCC2 (stereo unspecified)
 : 13	-18	9	0.6	-1	-13	0.1	2	-0.1

Next structures:
Values in the order: GPR7 antagonist	TAAR1 antag	CHO-K1 Ca PAM	V1aR counter	CHO-K1 Ca antag	OXTR potentiator	CHO-K1 Ca ag	CHO parental Ca	OXTR ag
CC(=O)Nc1ccc(N/C=C2/CCCC2=O)cc1
 : -11	-13	-3	-0.2	0	-4	1.6	-3	0.5
Cc1nnc(SCC(N)=O)n1CCc1ccccc1
 : -10	15	1	1.4	-7	-2	-0.2	-5	0.6
COc1ccc(CN2CCCC(C(=O)N(C)Cc3ccccc3)C2)cc1OC (stereo unspecified)
 : -2	-17	13	0.6	2	-5	-0.2	-11	-0.3
COc1cc(C2CC(=O)Oc3cc(O)ccc32)cc(OC)c1OC (stereo unspecified)
 : nt	-8	-12	nt	0	nt	0.5	-11	nt
Cc1cc(C(=O)Nc2cccc(S(=O)(=O)N3CCCC3)c2)c2ccccc2n1
 : nt	5	2	1.8	-7	-7	2.9	-22	1.2
COc1cc(-c2ccc3oc(-c4ccsc4)cc(=O)c3c2)cc(OC)c1OC
 : nt	50*	-7	-0.5	2	-2	2.0	-20	-1.9
Cc1cc(C)cc(-n2ncc3c2CCCC3NC(=O)CCCn2cncn2)c1 (stereo unspecified)
 : -9	-14	4	-0.6	-3	-9	0.6	-21	-0.5
CCOC(=O)c1c(-c2ccccc2Cl)csc1NC(=O)CSc1nc(C)cc(=O)[nH]1
 : -12	-22	14	2.1	-10	-1	0.1	-22	-1.8
NC1=NC(=Nc2cccc(S(=O)(=O)N3CCOCC3)c2)c2ccccc21
 : -6	-15	11	0.0	-17	-3	0.7	-2	-0.1
O=C(COc1ncnc2sccc12)Nc1ccc2c(c1)OCCO2
 : -6	-27	-17	0.2	-1	-11	0.5	-1	-0.3
Cc1ccc2[nH]c3c(=O)n(Cc4ccccn4)cnc3c2c1
 : 0	15	23	-0.8	-2	-23	0.2	-6	-1.3
CC1CC1C(=O)OCC(=O)NCc1ccccc1Cl (stereo unspecified)
 : -7	7	10	-0.7	-3	-4	-0.2	-5	-0.6
Cc1ccc2nc(C)cc(NCCO)c2c1
 : 1	-7	18	0.8	-9	-6	0.2	-3	-0.3
Cn1cccc1Cc1nnc(SCC(=O)Nc2cccc(F)c2)n1-c1ccc(F)cc1
 : -1	-2	19	-0.2	-3	-8	0.7	-19	0.0
CC(c1ccccc1)N1CCn2c(nc3cc(NC(=O)NC4CCCCC4)ccc32)C1 (stereo unspecified)
 : -9	-2	20	-0.3	-11	-6	0.6	-12	-0.7
CCCCCC(=O)N1C[C@H](n2cc(-c3ccc(F)cc3)nn2)[C@@H](O)C[C@@H]1c1ccc(C)cc1
 : nt	14	21	nt	-19	nt	1.8	nt	nt
CCOC(=O)c1c(NC(=O)c2ccccc2C)sc2c1CC(C)(C)OC2
 : -10	20	11	-0.7	-12	-11	-0.1	-44	-1.1
CC1=CC(C)(C)NC(=S)N1c1cccc(C)c1
 : -8	-22&1	13&8	0.2	-16&-16	3	0.6&0.4	-1	-0.8
CCn1c(N2CCN(C(=S)NC)CC2)nc2ccccc21
 : 8	-9	11	-0.2	-18	6	1.6	-6	1.9
Cc1ccc(CNC(=O)c2ccc(Cl)c(S(=O)(=O)N3CCCCC3)c2)cc1
 : nt	11	7	1.1	-21	-3	3.7	-15	-1.1

The list goes on.
Values in the order: GPR7 antagonist	TAAR1 antag	CHO-K1 Ca PAM	V1aR counter	CHO-K1 Ca antag	OXTR potentiator	CHO-K1 Ca ag	CHO parental Ca	OXTR ag
Cc1ccccc1NC(=O)CCN1CCCC1
 : -1	-25	-14	-0.1	3	-5	-0.1	-1	-0.1
Cc1ccc(NC(=O)CN(C)C(=O)COC(=O)c2nc3nccc(C)n3n2)cc1
 : nt	-14	-13	0.2	3	1	-0.2	-4	-0.1
CCCN(CC(=O)Nc1ccccc1C)C(=O)c1ccc(S(=O)(=O)N2CCC(C)CC2)cc1
 : nt	-35	-18	nt	2	nt	-0.4	nt	nt
Cc1ccc(C(=O)N/C(=C\c2cn(C)c3ccccc23)C(=O)NCCCN2CCOCC2)cc1
 : -4	-21	19	-0.1	-9	-3	0.6	-11	1.5
O=C(NC(=S)NNC(=O)c1ccccc1O)c1cccs1
 : -4	-3	12	18	4	-6	1.5	4	8.8
O=C(O)/C=C/C(=O)NC1CC1
 : -4	0	3	-0.6	-17	-10	0.0	-6	0.2
CN1C(=O)C(C)(C)c2cc(S(=O)(=O)NCC3CCC(C(=O)NCc4ccccc4)CC3)ccc21 (stereo unspecified)
 : 0	-3	22	0.4	-9	-4	0.3	-11	9.8
COc1ccccc1-c1noc2c1C(=O)N(Cc1cn(-c3ccccc3)nn1)CC2
 : nt	-13	4	nt	-3	nt	3.7	nt	nt
NCc1csc(Nc2ccc(C(=O)c3ccccc3)cc2)n1
 : nt	7	6	nt	-7	nt	1.7	nt	nt
COc1ccc(OC)c2c1sc(=NC(=O)C(C)C)n2C
 : -11	-31	7	-1.3	-1	0	-0.3	18	-1.9
Cc1ccc(N(C(=O)c2ccncc2)C2C=CS(=O)(=O)C2)cc1 (stereo unspecified)
 : -15	-12	4	0.2	-3	5	0.8	0	1.2
COc1ccc(N(CCC#N)S(=O)(=O)c2ccc(Cl)cc2)cc1
 : -7	-1	9	-0.1	-10	-9	1.8	-16	-0.3
CCOC(=O)CSc1nc(N)nc(C)c1Cl
 : -4	10	-17	0.6	23	-21	6.4	-19	-0.9
COc1ccc(-c2nn(-c3ccccc3)cc2C2CC(c3cccs3)=NN2C(=O)CCC(=O)O)cc1 (stereo unspecified)
 : -8	-10	-9	-0.2	-12	-4	-0.1	-9	0.9
Cn1c(=O)[nH]c(=O)c2c1nc(OC(=O)c1ccccc1)n2CC(O)COc1ccccc1 (stereo unspecified)
 : -11	-14	9	0.2	3	1	0.3	5	1.1
COc1ccc(NC(=O)CN(C)S(=O)(=O)c2ccc3c(c2)CC(C)N3C(C)=O)c(OC)c1 (stereo unspecified)
 : -8	-10	15	4.5	-10	-9	3.4	-25	3.7
O=C(NN=C1c2ccccc2-c2ccccc21)c1ccccn1
 : -12	nt	16	-0.9	-14	-8	0.6	-32	-1.0
CN1C(C)(C)CC(NC(=O)CCC(=O)NC2CC(C)(C)N(C)C(C)(C)C2)CC1(C)C
 : -3	-8	15	1.4	-6	-5	0.3	-3	1.1
CC1CCN(C(=O)c2nc[nH]c2C(=O)OCCNC(=O)OC(C)(C)C)CC1
 : nt	11	19	0.9	-10	0	-0.2	0	0.9
COc1cc(C#N)ccc1OC(=O)C1CCN(C(=O)c2ccc(F)cc2)CC1
 : nt	-39	-3	0.9	-2	-1	2.3	-11	1.0
CC(C)c1ccc(NC2CCCN(C(=O)CCN3CCCCC3=O)C2)cc1 (stereo unspecified)
 : -5	-21	13	0.5	4	-6	0.9	-12	2.4
COC(=O)c1cc(NC(=O)c2c(F)c(F)c(F)c(F)c2F)cc(C(=O)OC)c1
 : -2	-4	14	3.9	-10	-6	5.4	-7	5.6
N#Cc1ccc(/C=C2\CCn3c2nc2cc(C(=O)O)ccc2c3=O)cc1
 : 8	-6	-5	0.0	8	-3	9.5	-3	-0.2
